SMN2 splice up = increases expression of the SMN2 splice variant; HEK293 SMN2-luciferase splicing reporter, luminescence, 30-36 h; Potency, µM (titrated, usually from 46.1 µM), for inactives: at the top dose activity change, positive = activation, usual class: activators; 2.8% of 210,000 active; AID 1458; note: potency is the fitted concentration of half-maximal effect; % of control where 0% means no effect; nearly all actives have a fitted effect of over 55% in size
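HEK293 cells carry an SMN2 minigene-luciferase reporter in which exon 7 inclusion puts luciferase in frame. Cells were seeded at 2000 cells/well, attached for 10-12 hours, then exposed to compounds for 30-36 hours at 37C before ONE-Glo luminescence.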
IMPase Li inh = membrane-permeable IMPase blocker, potentiated with lithium; Potency, µM (top dose mostly 59.4 µM), for the others: top-dose activity, negative = IMPase inhibition, usual class: inhibitors; AID 1457; CHO-M1 cells, IP1 TR-FRET (IP-One), carbachol + lithium; 0.35% of 210,000 active;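 note: IP1 builds up when IMPase is blocked and the TR-FRET signal falls; potency is the fitted concentration of half-maximal effect; plate controls were basal vehicle for no effect and high inhibitor control for full effect; nearly all actives have a fitted effect of over 50% in size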
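CHO-M1, 2000 cells/well, 16–30 h culture; cpd + low Li+, 30 min 37C; lysis with d2-IP1/Eu-anti-IP1 Ab, 10 min RT; TR-FRET 665/620 ratio and 620 channel; AC50 via Hill.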
KinaseGlo FLuc = blocks Kinase-Glo luciferase, a counter-screen artifact | Q27757 | Kinase-Glo luciferase, ATP luminescence, 8 min | Potency, µM (series often up to 38.3 µM), for the others: top-dose activity change, negative = inhibition, usual class: inhibitors | 0.28% of 200,000 active; note: potency is the fitted concentration of half-maximal effect; % is set by controls: 0 for no effect and ±100 for the full control effect; nearly all actives have a fitted effect of over 60% in size
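Recombinant Kinase-Glo luciferase, 10 uM ATP (linear range), luciferin; imidazole pH 7.2 / KCl / MgCl2 / Tween / BSA buffer; 8 min RT; luminescence.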
LMNA splice mod = changes lamin A minigene splicing in HeLa cells; HeLa LMNA splicing GFP/RFP minigene ratio, 48 h; Potency, µM (series often up to 46.1 µM), for inactives: top-dose ratio change, negative = inhibition, usual class: inhibitors; 0.01% of 200,000 active; AID 1487; active = well fitted inhibition curve with a large enough effect in the signal ratio, with a control signal flat, not every such curve was filed as active; inconclusive = small, poorly fitted or top-dose-only effect, or effect the other way, or a change in a side signal; the % refers to the signal ratio; note: potency is the fitted concentration of half-maximal effect; % is set by controls: 0 for no effect and ±100 for the full control effect
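S3 HeLa cells stably expressing lamin A-EGFP splicing minigene plus DsRed2, 600 cells/well, 48 h compound exposure at 37C. Laser-scanning cytometry; analysed as GFP (500-530 nm)/RFP (575-640 nm) total intensity ratio; 0.5% DMSO vehicle.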
HTT aggregate = reduces HttQ103-GFP aggregates in PC12 cells; PC12 HttQ103-GFP aggregates, Acumen cytometry, 40 h; Potency, µM (top dose mostly 46.1 µM), without a hit: at the top dose activity change, negative = inhibition, actives largely listed as inhibitors; 1.1% of 220,000 active; AID 1688; note: potency is the fitted concentration of half-maximal effect; % is set by controls: 0 for no effect and ±100 for the full control effect; nearly all actives have a fitted effect of over 60% in size
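Ecdysone-promoter PC12 model expressing HTT exon 1 Q103 fused to GFP, induced by tebufenozide at 100 nM final. Compounds titrated; aggregates sized 1–25 µm scored on a 488 nm laser cytometer.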
HTT ATP protect = cytoprotection in Huntington HTT-Q103 PC12 cell model | PC12 HTT-Q103 induced, cytoprotection, ATP luminescence, 40 h | Potency, µM (titrated, usually from 56.4 µM), without a hit: cytoprotection (ATP increase), actives largely listed as activators | 0.14% of 230,000 active | AID 1471;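 note: potency is the fitted concentration of half-maximal effect; % of control where 0% means no effect; nearly all actives have a fitted effect of over 45% in size; toxic huntingtin expression switched on by the ecdysone agonist tebufenozide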
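Compounds were screened for protection of PC12 cells against cell death after tebufenozide induction (100 nM final) of mutant Huntingtin exon 1 (Q103) fused to GFP.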
CBFb-RUNX1 inh = blocks binding between human CBF-beta and RUNX1; AlphaScreen CBFb-His/RUNX1-biotin binding, biochemical; 230,000 tested, under 10 active; Q01196+Q13951; Potency, µM (top dose mostly 59.8 µM), inactives show at the highest dose activity, negative = inhibition, hits mostly inhibitors; note: % of control where 0% means no effect
Target sequence (Q01196 whole entry, looked up): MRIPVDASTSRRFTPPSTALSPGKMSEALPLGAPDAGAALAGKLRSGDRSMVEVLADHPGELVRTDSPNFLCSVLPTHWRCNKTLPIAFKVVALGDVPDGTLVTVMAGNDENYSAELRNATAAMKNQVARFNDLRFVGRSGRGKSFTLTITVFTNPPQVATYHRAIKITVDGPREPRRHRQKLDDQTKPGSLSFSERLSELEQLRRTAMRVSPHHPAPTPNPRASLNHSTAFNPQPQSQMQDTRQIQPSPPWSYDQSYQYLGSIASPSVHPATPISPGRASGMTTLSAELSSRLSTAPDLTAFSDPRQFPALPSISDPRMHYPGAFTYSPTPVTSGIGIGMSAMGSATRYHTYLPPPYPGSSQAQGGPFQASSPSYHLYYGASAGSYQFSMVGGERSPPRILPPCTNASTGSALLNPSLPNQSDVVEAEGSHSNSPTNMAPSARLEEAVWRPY
Target sequence (Q13951 whole entry, looked up): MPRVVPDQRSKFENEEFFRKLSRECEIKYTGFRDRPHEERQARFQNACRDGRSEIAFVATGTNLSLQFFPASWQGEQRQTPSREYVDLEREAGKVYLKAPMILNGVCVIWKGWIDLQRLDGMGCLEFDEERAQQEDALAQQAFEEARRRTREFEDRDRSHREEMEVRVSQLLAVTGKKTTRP
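His-tagged CBF-beta and biotinylated RUNX1 (30 nM each) were premixed 20 min at room temperature, exposed to compound for 15 min, then given nickel-chelate and streptavidin AlphaScreen beads (50 ng each). After 90 min, AlphaScreen signal was read.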
Numbers without * were called inactive; ? = inconclusive; · = not tested or not shown; [ ] = dose if it differs, or a comment. Unless noted, calls come from the whole dose curve; as a rule, active = well fitted curve in the direction sought with a large enough effect; inconclusive = small, poorly fitted or top-dose-only effect, or another doubt; inactive = no such curve, though single readings can be large; an effect the other way counts as inactive or inconclusive.

Preview (two entries):
#	SMILES	SMN2 splice up	IMPase Li inh	KinaseGlo FLuc	LMNA splice mod	HTT aggregate	HTT ATP protect	CBFb-RUNX1 inh
1	Cc1ccc(Cn2c(N3CCCCCC3)nc3c2c(=O)[nH]c(=O)n3C)cc1	-1%	23%[38.3 µM]	4%	?	-2%	-28%	19%
2	Cc1ccc(N2CC(C(=O)Nc3ccc(S(=O)(=O)Nc4nccs4)cc3)CC2=O)cc1 (stereo not given)	·	5%	·	·	-1%	-25%	-4%

All compounds of this part, previewed entries included:
#	SMILES	SMN2 splice up	IMPase Li inh	KinaseGlo FLuc	LMNA splice mod	HTT aggregate	HTT ATP protect	CBFb-RUNX1 inh
1	Cc1ccc(Cn2c(N3CCCCCC3)nc3c2c(=O)[nH]c(=O)n3C)cc1	-1%	23%[38.3 µM]	4%	?	-2%	-28%	19%
2	Cc1ccc(N2CC(C(=O)Nc3ccc(S(=O)(=O)Nc4nccs4)cc3)CC2=O)cc1 (stereo not given)	·	5%	·	·	-1%	-25%	-4%
3	O=C(CC1C(=O)NCCN1C(=O)Nc1ccccc1)Nc1ccc(F)cc1 (stereo not given)	·	·	·	16%[46 µM]	0%[9.22 µM]	7%[10 µM]	-11%
4	Cc1cc(C)cc(-n2c(C)cc(C(=O)CSc3nnnn3C)c2C)c1	-17%	39%[activator][38.3 µM]	0%	?	-17%	-13%	-14%
5	CCN(CC)c1ccc(CN(C(=O)c2cc(OC)c(OC)c(OC)c2)C2CCS(=O)(=O)C2)cc1 (stereo not given)	2%	6%[38.3 µM]	1%	7%	-4%	-12%	0%
6	c1ccc2oc(-c3csc(NCC4CCCO4)n3)cc2c1 (stereo not given)	?	28%	5%	?	-12%	-8%[10 µM]	1%
7	OC(Cn1cncn1)c1ccc(Cl)cc1 (stereo not given)	-6%	0%[38.3 µM]	-3%	0%	10%[9.22 µM]	-15%	5%
8	CCOP(=O)(c1ccccc1)c1nc(-c2ccccc2C)oc1NCc1ccccc1 (stereo not given)	·	·	·	·	10%[9.22 µM]	-12%[10 µM]	6%
9	COc1ccc(-c2cc(C(=O)O)c3ccccc3n2)c(OC)c1	20%	0%[38.3 µM]	4%	10%	20%	-11%	3%
10	O=C(COc1ccccc1)Nc1nc(-c2cccs2)cs1	-10%	8%[38.3 µM]	0%	?	-15%	-3%[10 µM]	9%
11	O=C(NCc1ccccn1)C(=O)NN=C1CCCCCCCCCCC1	10%	-1%	-3%	5%[46 µM]	·	·	0%
12	Cc1onc(-c2ccccc2Cl)c1C(=O)Nc1c(C)n(C)n(-c2ccccc2)c1=O	9%	-10%[38.3 µM]	0%	13%	19%	10%	5%
13	CC1(C)CC(=O)c2cnc3c(C#N)cnn3c2C1	-6%	-1%	0%	19%[46 µM]	5%[9.22 µM]	-32%[1.9 µM]	5%
14	CC(=O)/C(=N/Nc1ccc(Br)cc1)N1CCCc2ccccc21	·	·	·	·	-5%[9.22 µM]	0%[10 µM]	-10%
15	COC(=O)c1c2c(nc3ccccc13)CCC2	-14%	28%[38.3 µM]	2%	-2%	3%[9.22 µM]	10%	-2%
16	COc1ccc2[nH]c(=O)c(CN(CCc3ccccc3)Cc3nnnn3CC3CCCO3)cc2c1 (stereo not given)	-6%	-3%[38.3 µM]	7%	6%	-2%	-21%[10 µM]	3%
17	O=C1C2CC=C(Cl)CC2C(=O)N1CNc1ccccn1 (stereo not given)	4%	15%[38.3 µM]	-6%	-3%	6%	4%	5%
18	COc1ccccc1-c1csc(NC(=O)c2cc(-c3cccs3)nc3ccccc23)n1	-7%	1%	-1%	-11%	4%	15%[10 µM]	0%
19	O=C1c2cccc3cccc(c23)C(=O)N1/N=C/c1ccc(O)cc1O	9%	0%	2%	?	-25%	·	-6%
20	COC(=O)c1ccccc1C(=O)N1CCOCCOCCOCC1	9%	6%	0%	3%	7%	·	-6%
21	Cc1cccc(N2CCN(C(=S)NCCc3ccccc3)CC2)c1C	14%	1%	-6%	9%	-2%	-31%[10 µM]	0%
22	CCOC(=O)C1C(c2ccccc2)C(C(=O)OCC)C1c1ccccc1 (stereo not given)	-5%	8%	1%	-13%	4%	1%[10 µM]	0%
23	COc1ccccc1N1CCN(C(=O)c2sc3nc(-c4ccc(F)cc4)cn3c2C)CC1	-78%[inhibitor]	35%[38.3 µM]	4%	?	?	7%	-24%
24	NC1=NC(=O)C(Cc2cccc(Cl)c2Cl)S1 (stereo not given)	3%	0%	-2%	-18%	-9%	9%[10 µM]	6%
25	O=C(CSc1ccc(-c2nc3ccccc3[nH]2)cn1)Nc1ccc(S(=O)(=O)N2CCCC2)cc1	19%	-1%	-2%	-8%	5%	-5%[10 µM]	-6%

From compound 14 up to 23, as listed above:
#	SMILES	SMN2 splice up	IMPase Li inh	KinaseGlo FLuc	LMNA splice mod	HTT aggregate	HTT ATP protect	CBFb-RUNX1 inh
14	CC(=O)/C(=N/Nc1ccc(Br)cc1)N1CCCc2ccccc21	·	·	·	·	-5%[9.22 µM]	0%[10 µM]	-10%
15	COC(=O)c1c2c(nc3ccccc13)CCC2	-14%	28%[38.3 µM]	2%	-2%	3%[9.22 µM]	10%	-2%
16	COc1ccc2[nH]c(=O)c(CN(CCc3ccccc3)Cc3nnnn3CC3CCCO3)cc2c1 (stereo not given)	-6%	-3%[38.3 µM]	7%	6%	-2%	-21%[10 µM]	3%
17	O=C1C2CC=C(Cl)CC2C(=O)N1CNc1ccccn1 (stereo not given)	4%	15%[38.3 µM]	-6%	-3%	6%	4%	5%
18	COc1ccccc1-c1csc(NC(=O)c2cc(-c3cccs3)nc3ccccc23)n1	-7%	1%	-1%	-11%	4%	15%[10 µM]	0%
19	O=C1c2cccc3cccc(c23)C(=O)N1/N=C/c1ccc(O)cc1O	9%	0%	2%	?	-25%	·	-6%
20	COC(=O)c1ccccc1C(=O)N1CCOCCOCCOCC1	9%	6%	0%	3%	7%	·	-6%
21	Cc1cccc(N2CCN(C(=S)NCCc3ccccc3)CC2)c1C	14%	1%	-6%	9%	-2%	-31%[10 µM]	0%
22	CCOC(=O)C1C(c2ccccc2)C(C(=O)OCC)C1c1ccccc1 (stereo not given)	-5%	8%	1%	-13%	4%	1%[10 µM]	0%
23	COc1ccccc1N1CCN(C(=O)c2sc3nc(-c4ccc(F)cc4)cn3c2C)CC1	-78%[inhibitor]	35%[38.3 µM]	4%	?	?	7%	-24%

New compounds follow:
#	SMILES	SMN2 splice up	IMPase Li inh	KinaseGlo FLuc	LMNA splice mod	HTT aggregate	HTT ATP protect	CBFb-RUNX1 inh
26	O=C(CN1C(=O)C2CC=CCC2C1=O)NC1CCCCC1 (stereo not given)	8%	5%	1%	·	2%[9.22 µM]	-57%	0%
27	CC(=O)Nc1ccc(OS(=O)(=O)c2ccccc2C)cc1	·	4%	-3%	12%[46 µM]	11%[9.22 µM]	12%[10 µM]	2%
28	Cc1cc(NC(=S)N(CCCN2CCN(C)CC2)Cc2ccco2)ccc1Cl	-11%	10%	-4%	?	7%	25%	-14%
29	Cn1cc(Br)c(C(=O)NC2CCCCC2)n1	22%	-1%[38.3 µM]	-1%	4%	4%	-9%	9%
30	C1CCN2CC3CC(CN4CCCC[C@@H]34)C2C1 (stereo not given in full)	·	15%	-3%	·	·	30%[1.9 µM]	12%[21.7 µM]
31	CCOC(=O)c1oc2nc3c(cc2c1N)CCCC3	·	·	·	·	2%[9.22 µM]	-23%[10 µM]	6%
32	O=C(Nc1nc(=O)[nH]s1)c1ccccc1	-5%	-2%	2%	?	3%	-37%[inhibitor]	6%
33	O=C(CCCn1c(=O)oc2ccccc21)N1CCc2ccccc2C1	5%	-3%[38.3 µM]	-4%	5%	-1%	-3%	8%
34	CCOC(=O)c1sc(=S)n(CC)c1N	-1%	-16%[38.3 µM]	-1%	-2%	-9%	-19%	-2%
35	CCNS(=O)(=O)c1ccc(NS(=O)(=O)c2cc(C)ccc2C)cc1	26%	16%[38.3 µM]	5%	-5%	4%	-6%	-1%
36	COc1ccc2[nH]c(-c3ccc(C)cc3)cc(=O)c2c1	1.3µM*	-3%	-20%	?	-18%	·	5%[2.36 µM]
37	Cc1ccc(CN(Cc2cc3cccc(C)c3[nH]c2=O)C(=O)N(C)C)cc1	-14%	-2%[38.3 µM]	5%	-7%	2%	9%	6%
38	CC(CCc1nc2ccccc2s1)(c1ccc(O)cc1)c1ccc(O)cc1	-7%[9.22 µM]	-3%	-3%[7.66 µM]	·	·	10%[10 µM]	·
39	O=C(Nc1ccc(Oc2ccc(C(=O)O)c(C(=O)O)c2)cc1)c1cccs1	·	4%	0%	?	-6%[9.22 µM]	-8%[10 µM]	7%
40	CN(C)c1nc(=Nc2cccc(Cl)c2)ss1	·	·	·	·	?	-89%[inhibitor][10 µM]	-2%
41	CCOc1ccc(Cl)cc1S(=O)(=O)n1cnc2ccccc21	?	1%[38.3 µM]	1%	8%	0%	-2%	1%
42	N#Cc1c(-c2ccco2)c2c([nH]c1=S)CCCC2	6%	-23%	1%	-8%	13%	-9%[10 µM]	1%
43	COCCCn1nnnc1SCC(=O)N1CCN(C(=O)c2ccco2)CC1	·	3%	-7%	·	-3%[9.22 µM]	13%[10 µM]	-1%
44	NCCCC(=O)N1c2ccccc2Sc2ccccc21	3%	34%[activator][38.3 µM]	-6%	-2%	-2%	1%	0%
45	O=C(NCc1ccccn1)c1ccc(Cn2cc(C(F)(F)F)ccc2=O)cc1	-27%	-3%	-2%	18%[46 µM]	-1%	-9%[10 µM]	-1%
46	Cc1ccc(-c2nn(CC(=O)NCc3ccco3)c(=O)c3ccccc23)cc1	4%	11%[38.3 µM]	1%	-6%	-8%	-3%[10 µM]	16%
47	CC(=O)Oc1ccc2c(c1C(C)C)CCC1C(C)(C)CCC[C@@]21C (stereo not given in full)	-5%	4%	-4%	·	·	-31%	19%
48	CCCC(=O)Nc1cccc(C(=O)Nc2ccccc2OCC)c1	-35%[inhibitor]	8%	3%	·	9%	-53%[inhibitor]	4%

High-throughput results from PubChem.
